Screening results from PubChem BioAssay.
GPR151 activ – activates the human receptor GPR151; PathHunter beta-arrestin GPR151 cells, luminescence; activation, % at 11.2 µM; 650,000 compounds, 1% hits; AID 1508602; in the data active = activation above about 4.9%;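 also: 0% = median of compound wells and 100% = cells with positive control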
Target sequence (Q8TDV0 whole entry, looked up): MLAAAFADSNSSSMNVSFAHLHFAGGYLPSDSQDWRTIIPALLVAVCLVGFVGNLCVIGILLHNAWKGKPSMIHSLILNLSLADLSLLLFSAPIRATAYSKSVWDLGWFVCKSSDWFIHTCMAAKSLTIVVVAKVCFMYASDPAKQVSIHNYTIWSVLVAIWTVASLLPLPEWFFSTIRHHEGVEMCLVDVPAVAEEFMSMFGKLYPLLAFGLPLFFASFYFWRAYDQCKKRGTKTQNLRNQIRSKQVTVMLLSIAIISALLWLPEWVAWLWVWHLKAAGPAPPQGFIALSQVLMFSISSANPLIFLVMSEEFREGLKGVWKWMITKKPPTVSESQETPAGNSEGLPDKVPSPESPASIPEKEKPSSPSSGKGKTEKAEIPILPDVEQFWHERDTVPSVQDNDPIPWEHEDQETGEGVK
TEAD-YAP inh – TEAD-YAP interaction inhibition | HEK-TIYL cells, TEAD-Gal4/YAP UAS-luciferase luminescence | inhibition, % at 9.12 µM | 640,000 compounds, 1.4% hits | AID 1259422; in the data active = inhibition above about 32%;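 also: 0% = median of test compound wells and 100% = reference inhibitor wells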
MITF inh – blocks human microphthalmia-associated transcription factor; AlphaScreen MITF homodimerization, bead proximity signal; inhibition, % at 2.6 µM; 650,000 compounds, 0.91% hits; AID 1259374; in the data active = inhibition above about 50%;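 also: 0% = vehicle wells with protein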
FBW7 activator – activators of human E3 ligase FBW7. 650,000 compounds, 0.13% hits. AlphaScreen FBW7–phospho-cyclin E peptide binding, activator screen. normalized activity (activation), % at 26.1 µM. Q969H0; in the data active = normalized activity above about 1.9%;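 also: purified mutant Fbw7 with reduced substrate affinity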
Target sequence (Q969H0 whole entry, looked up): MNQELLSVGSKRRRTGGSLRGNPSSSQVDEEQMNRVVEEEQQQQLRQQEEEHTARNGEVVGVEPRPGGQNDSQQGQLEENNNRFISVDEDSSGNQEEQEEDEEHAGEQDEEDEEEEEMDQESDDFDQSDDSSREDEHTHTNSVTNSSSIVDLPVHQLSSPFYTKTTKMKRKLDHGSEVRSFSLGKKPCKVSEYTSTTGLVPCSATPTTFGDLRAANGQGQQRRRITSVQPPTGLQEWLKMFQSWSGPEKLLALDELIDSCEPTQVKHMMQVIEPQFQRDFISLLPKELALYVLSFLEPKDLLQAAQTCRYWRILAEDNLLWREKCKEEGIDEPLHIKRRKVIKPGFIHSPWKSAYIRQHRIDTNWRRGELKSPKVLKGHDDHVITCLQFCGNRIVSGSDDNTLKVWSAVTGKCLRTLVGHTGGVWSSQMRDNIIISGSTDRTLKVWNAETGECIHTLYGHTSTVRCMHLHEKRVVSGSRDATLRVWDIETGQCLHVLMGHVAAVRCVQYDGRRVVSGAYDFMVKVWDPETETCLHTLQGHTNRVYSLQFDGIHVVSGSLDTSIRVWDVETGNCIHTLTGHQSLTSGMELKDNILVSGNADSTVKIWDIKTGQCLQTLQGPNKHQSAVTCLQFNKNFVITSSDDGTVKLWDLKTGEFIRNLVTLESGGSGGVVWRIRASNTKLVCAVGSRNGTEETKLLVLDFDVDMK
Numbers without * were called inactive; & = joins results of further samples.

SMILES	GPR151 activ	TEAD-YAP inh	MITF inh	FBW7 activator
O=C(Nc1ccc(F)cc1F)c1cnn2c(C(F)(F)F)cc(-c3cccs3)nc12	2.2	6.7	14.6	0.3
CCOc1ccccc1-c1nc(C(N)=O)c2[nH]c(=O)n(-c3ccc(F)cc3)c2n1	-1.4	-13.5	-1.0	-0.3
Cc1cccc(NC(=O)/C=C/c2ccccc2[N+](=O)[O-])n1	-0.8	-33.3	20.1	0.1
CCc1ccccc1NC(=O)N1CCN(c2cc(N3CCOCC3)ncn2)CC1	-1.2	-2.7	18.4	0.4
C=CCN1C(=O)C(=O)/C(=C(\O)c2ccc(C)cc2)C1c1ccc(C)cc1 (stereo unspecified)	1.7	7.2	-3.8	0.1
COC(=O)c1c(NC(=O)/C(C#N)=C/c2ccco2)sc2c1CCCC2	0.8	4.4	-1.7	0.1
O=C(c1ccc2c(c1)ncn2C1CCCCC1)n1ccnc1	-0.3	0.8	1.0	-0.2
CC(C)(C)c1[nH]nc2c1C(c1ccc(-c3ccccc3)cc1)C(C#N)=C(N)O2 (stereo unspecified)	0.2	4.6	6.9	0.0
CCSCCOC(=O)C1=C(C)NC2=C(C(=O)CC(c3cccs3)C2)C1c1ccc(F)cc1 (stereo unspecified)	-1.1	11.2	-4.6	0.8
CCN(Cc1ccccc1)C(=O)CCS(=O)(=O)c1ccc2c(c1)n(C)c(=O)c(=O)n2C	0.7	5.8	-34.6	0.5
O=C(NCCN1CCCC1)C1CCC(=O)N1Cc1ccccc1Cl (stereo unspecified)	0.1	-0.1	0.0	-0.2
CCN1CCCC1CNCc1c(Cl)cccc1Cl (stereo unspecified)	0.6	-8.0	-2.8	-0.1
CCN(CC(=O)Nc1ccc2c(c1)OCCO2)CC(=O)Nc1ccccc1C(F)(F)F	-0.5	1.7	88.8*	-0.3
CCOC(=O)c1sc(Nc2ccccc2)nc1C	-0.4	-37.0	14.1	0.1
Cc1ccc2c(c1)cc1c(=O)n(CC(=O)N3CCCC3)nc(C)n12	-0.5	11.2	2.3	0.1
CN1C(=O)S/C(=C/c2ccccc2OCc2ccc(C(=O)O)cc2)C1=O	1.7	5.4	9.8	0.0
CC1CCc2c(sc(NC(=O)c3cc(-c4ccc(Br)cc4)nc4ccccc34)c2C(=O)OC(C)C)C1 (stereo unspecified)	-0.7	17.1	24.7	0.0
CCOC(=O)c1ccc(N2C(=O)c3ccc(C(=O)OC(C)C(=O)c4ccccc4)cc3C2=O)cc1 (stereo unspecified)	0.4	8.9	-9.8	0.1
COc1ccc(CSc2nnc3sc4ccccc4n23)cc1	4.7	-12.6	4.7	0.0
Cc1cc(Cl)ccc1OCCCC(=O)Nc1ccc(S(=O)(=O)N2CCCC2)cc1	1.2	-0.4	11.3	0.1
COC(=O)c1c(NC(=O)c2cccnc2)sc(C)c1-c1ccccc1	1.2	-1.9	10.1	0.1
O=[N+]([O-])c1ccc(-n2ccc3ccccc32)cc1	-0.6	-33.3	6.6	-0.2
Cc1cccc(C)c1NC(=O)c1sc2nc3c(cc2c1N)C(=O)CCC3	-0.4	-58.8	-5.7	0.1
c1ccc(CSc2nnc3c(n2)[nH]c2ccccc23)nc1	-0.7	-31.5	-14.6	-0.5
CC1(CC(=O)Nc2ccccc2)NN=C(c2ccccc2)S1 (stereo unspecified)	-1.4	-21.3	-4.7	0.6

Reformatted bar-delimited: 2 of the compounds above
compound | GPR151 activ | TEAD-YAP inh | MITF inh | FBW7 activator
COC(=O)c1c(NC(=O)/C(C#N)=C/c2ccco2)sc2c1CCCC2 | 0.8 | 4.4 | -1.7 | 0.1
O=C(c1ccc2c(c1)ncn2C1CCCCC1)n1ccnc1 | -0.3 | 0.8 | 1.0 | -0.2

Carrying on.
SMILES	GPR151 activ	TEAD-YAP inh	MITF inh	FBW7 activator
CCc1ccc(/C=C2/C(=O)NC(=O)N(c3ccccc3)C2=O)cc1	-0.8	-6.2	-2.6	-0.1
O=C(CCl)Nc1ccc(C(=O)O)cc1	-1.6	1.2	18.3	0.6
CC1CN(S(=O)(=O)c2ccc(C(=O)Nc3cc(Cl)cc(Cl)c3Cl)cc2)CC(C)O1 (stereo unspecified)	-0.1	-3.5	-1.0	0.0
COc1ccccc1-n1c(CNC(=O)c2ccco2)nnc1SCC(=O)Nc1cccc(C)c1	-1.2	11.2	0.8	-0.1
CCOC(=O)C1=C(C)NC2=C(C(=O)C(C(=O)OCC)C(c3ccc(OC)cc3)C2)C1c1ccsc1 (stereo unspecified)	2.0	0.6	-7.7	-0.1
COc1cc2c(cc1OC)C(COc1ccc([N+](=O)[O-])cc1)N(C(=O)c1ccc(Br)cc1)CC2 (stereo unspecified)	0.2	6.4	-9.8	-0.1
Cc1cccnc1C1(O)CCN(C(=O)c2ccc(Cn3cccn3)o2)CC1	0.5	-13.2	4.4	0.2
CC(=O)Nc1ccc(S(=O)(=O)Nc2ccc(F)c(Cl)c2)cc1	0.6	13.3	5.1	-0.1
COc1ccc(Oc2c(C)oc3cc(OC)ccc3c2=O)cc1	1.0	4.9	7.3	0.5
Cc1nnc(SCC(=O)NC2CC2)n1CC1CCCO1 (stereo unspecified)	0.0	7.2	4.3	-0.1
Cc1cccc2sc(NC(=O)c3cccc(Cl)c3)nc12	0.3	-21.3	-2.9	0.0
Cc1cccc(Oc2ccc(NC(=O)c3ccccc3C(=O)O)cc2)c1C	1.7	5.5	0.5	-0.4
CN1C(C(=O)N2CCc3ccccc3C2)=CC(c2ccc(F)cc2)=NS1(=O)=O	1.5	8.8	12.7	0.3
CCOC(=O)C1=C(C)N(CCO)C(=O)NC1c1ccccc1 (stereo unspecified)	-0.9	-0.1	24.7	0.4
COC(=O)c1ccc(C(=O)OC)c(NC(=O)c2cccnc2SC)c1	1.1	15.6	4.4	0.2
CCOC(=O)C1=C(C)N=c2s/c(=C/c3cnn(C)c3C)c(=O)n2C1c1ccc(OC)cc1OC (stereo unspecified)	2.9	-0.8	14.4	0.0
COc1ccccc1Nc1nc(Nc2ccc(Br)cc2)nc(C)c1[N+](=O)[O-]	-0.7	-1.5	-0.1	0.1
CCN(CC)CCN1C(=O)C2C(C(=O)Nc3cc(Cl)cc(Cl)c3)C3C=CC2(O3)C1C(=O)NC1CCCC(C)C1C (stereo unspecified)	-0.2	1.9	4.1	0.0
COc1ccc(OCCOc2c(Cl)cc(/C=C3/C(=N)N4C(c5ccccc5)=CSC4=NC3=O)cc2OC)cc1	0.2	-15.4	16.5	0.3
Cc1cccc(NC(=O)c2c(N)sc3c2CCCC3)c1	0.4	-15.6	22.7	0.6
CCCOc1ccccc1C1C2=C(CCCC2=O)N(CC(=O)O)C2=C1C(=O)CCC2	0.0	-9.4	-3.9	0.3
CSCCCNCc1ccc(OCC(O)CN2CCc3ccccc3C2)cc1 (stereo unspecified)	0.3	6.6	-13.2	0.1
CCCSCCCNC(=O)c1ccc2nc(N3CCC(C)CC3)sc2c1	1.1	-19.7	0.6	-0.2
COc1cc(O)c2c(c1)O[C@H](c1ccccc1)CC2=O	1.9	-17.9	9.2	0.0
Cc1ccc(OCCOCCNCCN)c([N+](=O)[O-])c1	-1.3	7.9	16.9	-0.2

Grouped by structure: the compounds so far containing a thiophene ring, fused or not (eight)
SMILES	GPR151 activ	TEAD-YAP inh	MITF inh	FBW7 activator
O=C(Nc1ccc(F)cc1F)c1cnn2c(C(F)(F)F)cc(-c3cccs3)nc12	2.2	6.7	14.6	0.3
COC(=O)c1c(NC(=O)/C(C#N)=C/c2ccco2)sc2c1CCCC2	0.8	4.4	-1.7	0.1
CCSCCOC(=O)C1=C(C)NC2=C(C(=O)CC(c3cccs3)C2)C1c1ccc(F)cc1 (stereo unspecified)	-1.1	11.2	-4.6	0.8
CC1CCc2c(sc(NC(=O)c3cc(-c4ccc(Br)cc4)nc4ccccc34)c2C(=O)OC(C)C)C1 (stereo unspecified)	-0.7	17.1	24.7	0.0
COC(=O)c1c(NC(=O)c2cccnc2)sc(C)c1-c1ccccc1	1.2	-1.9	10.1	0.1
Cc1cccc(C)c1NC(=O)c1sc2nc3c(cc2c1N)C(=O)CCC3	-0.4	-58.8	-5.7	0.1
CCOC(=O)C1=C(C)NC2=C(C(=O)C(C(=O)OCC)C(c3ccc(OC)cc3)C2)C1c1ccsc1 (stereo unspecified)	2.0	0.6	-7.7	-0.1
Cc1cccc(NC(=O)c2c(N)sc3c2CCCC3)c1	0.4	-15.6	22.7	0.6

New compounds follow:
SMILES	GPR151 activ	TEAD-YAP inh	MITF inh	FBW7 activator
COCCNC(=O)Cn1c(C)c(C#N)c2ccccc21	-0.4	-14.3	-4.9	-0.1
CCOC(=O)Cc1cnc(NC(=O)C(CCSC)NC(=O)C2CCC(C)CC2)s1 (stereo unspecified)	0.2	2.4	-8.3	0.0
O=C(O)c1ccc(N2C(=O)CC(N3CCC(c4nc5ccccc5s4)CC3)C2=O)cc1 (stereo unspecified)	2.2	1.6	-4.1	-0.1
O=C(OCC(=O)N1CCCCC1)c1ccccc1O	-2.8	-35.3	3.9	-0.2
COc1ccccc1-n1c(SCc2ccc([N+](=O)[O-])cc2)nc2c(c1=O)SCC2	-0.3	-1.8	9.4	0.0
FC(F)(F)c1cccc(-n2cc(-c3ccccc3)c3c(N4CCN(Cc5ccccc5)CC4)ncnc32)c1	-0.4	12.2	12.8	0.1
COc1ccccc1N1C(=O)CC(N2CCN(c3cccc(C(F)(F)F)c3)CC2)C1=O (stereo unspecified)	1.6	3.7	3.6	-0.1
COC(=O)C1=C(C)NC2=C(C(=O)CCC2)C1c1ccc(OCc2ccccc2)cc1 (stereo unspecified)	-0.9	10.2	-1.9	0.0
Nc1nonc1N/N=C/c1ccc(Cl)cc1Cl	-0.5	-5.6	-13.9	0.1
CC1=C(C(=O)Nc2ccc(C)cc2C)C(c2ccc(N(C)C)cc2)n2nnnc2N1 (stereo unspecified)	-1.0	9.9	18.2	0.1
CC(=O)Nc1ccc(NC(=O)CC2CCCCC2)cc1	-0.5	-53.2	-5.0	-0.1
Cc1ccc(N(CC(=O)NCCSCc2ccccc2Cl)S(C)(=O)=O)cc1	1.1	13.6	7.5	-0.1
Cc1cc(NC(=O)CCN2CCN(C)CC2)no1	0.9	5.7	10.8	0.4
CCOCCOC(=O)C1=C(C)NC2=C(C(=O)CC(c3cccs3)C2)C1c1coc2ccc(C)cc2c1=O (stereo unspecified)	-0.7	9.9	4.2	-0.1
O=C(Nc1cccc(Cl)c1)c1ccc(F)c(S(=O)(=O)N2CCN(c3ccc(F)cc3)CC2)c1	0.6	10.6	5.0	0.0
Cc1cc(C(=O)COC(=O)Cc2c[nH]c3ccccc23)c(C)n1CC(F)(F)F	0.4	5.8	6.1	0.0
COc1ccc(NC(=O)C2C3C=CC4(O3)C2C(=O)N(CCCN2CCC(Cc3ccccc3)CC2)C4C(=O)NC2CCCCC2)cc1 (stereo unspecified)	-0.2	1.3	-14.0	-0.1
COc1cccc(CN2CCN(C3CCCC(C)C3)CC2)c1OC (stereo unspecified)	-0.9	7.4	69.8*	-0.1
O=C1c2ccccc2C(=O)N1Cc1c(O)c2ccccc2oc1=O	-0.3	8.6	15.7	0.1
Cc1noc(CNC(=O)c2ccc(C(C)(C)C)cc2)n1	-0.3	-3.6	12.9	0.2
CCOc1ccccc1NC(=O)c1sc2ncn(CC(=O)N(CC)CC)c(=O)c2c1C	0.5	1.1	2.3	-0.1
COc1cc(/C=N/NC(N)=S)cc([N+](=O)[O-])c1O	-0.7	9.3	-10.6	0.2
CN1CCN(C(=O)CCn2cnc3c(cnn3-c3ccccc3)c2=O)CC1	-1.2	10.7	3.9	0.0
C=CCOc1ccc(/C=C2\C(=O)NC(C)=C2C(=O)OC)cc1	5.2*	-3.1	6.1	-0.2
CC(=O)Oc1ccc2c(c1OC(C)=O)OCC1(O)Cc3c(cc(OC(C)=O)c(OC(C)=O)c3OC(C)=O)C21 (stereo unspecified)	-0.3	7.7	5.5	-0.3

Other entries:
SMILES	GPR151 activ	TEAD-YAP inh	MITF inh	FBW7 activator
CCN(CC)c1ccc2cc(-c3nnc(-c4ccccc4OC)o3)c(=O)oc2c1	3.6	-10.2	5.6	0.5
CC1CCN(C2CC(=O)N(c3ccccc3)C2=O)CC1 (stereo unspecified)	-0.5	5.9	6.6	-0.2
CCOC(=O)COc1cc(C)cc2oc(=O)c(Cc3ccccc3)c(C)c12	0.5	-1.4	-2.5	-0.1
COc1cc(OC)c(C(=O)CCCN2CCCC2)c(OC)c1	-1.1&-1.3&4.6&-1.3	-3.5&-9.2&-5.3	25.8&-7.8&14.0&10.8	0.1&-0.1&0.0&-0.1
O=C(c1ccc(Cl)cc1)C1CCN(C(=O)N2CCOCC2)CC1	-0.3	1.7	9.7	-0.1
O=[N+]([O-])c1ccc2nc(CSc3nccs3)[nH]c2c1	-0.6	-15.2	10.2	0.2
CCOC(=O)N1CC=C2C(C#N)=C(N)C(C#N)(C#N)C(C)C2C1 (stereo unspecified)	0.6	67.6*	9.3	0.0
O=C(CSc1n[nH]c(-c2ccc(Br)cc2)n1)N1CCc2ccccc21	-1.5	-9.9	-8.2	0.1
O=C1OC(c2ccc(Cl)cc2)=N/C1=C\c1ccccc1OCc1ccc(Cl)cc1	1.0	4.3	14.9	0.3
Cc1[nH]c2ccccc2c(=O)c1CN1CCC(C)CC1	-1.5	10.5	11.7	0.3
C=C(C)CN=C1SC(C(=O)Nc2sc3c(c2C(=O)OC)CCC3)C(N)=C1C(N)=O (stereo unspecified)	1.4	1.4	15.4	0.2
O=C(NNC(=O)c1nccnc1C(=O)O)c1cccc(S(=O)(=O)N2CCCCC2)c1	0.7	-2.3	10.2	0.1
OC1(c2ccc3c(c2)OCCO3)CN(c2ccccc2)C2=[N+]1CCCC2 (stereo unspecified)	0.8	0.9	1.9	0.1
Cc1ccc(NCC(=O)NN)cc1Cl	0.1	2.2	-0.9	-0.1
C=CCNC(=O)C1CC(=O)N(c2ccc(OCC(=O)Nc3ccc(OC)cc3)cc2)C1 (stereo unspecified)	-0.3	1.0	-3.2	0.0
